# Pf Dd2 inh = P. falciparum Dd2 growth inhibitors, primary screen, SYBR Green fluorescence, single dose replicates; 72 h; active compounds read low; actives 2.3% (n = 94,000); activity change, % at 10 µM; in the data active = activity change below about -80%
# KDM4C inh = inhibitors of GASC-1 (KDM4C) histone demethylase, primary screen, biochemical, single concentration HTS; actives 0.15% (n = 96,000); GST-KDM4C 2-372, H3K9me3 peptide, LANCE TR-FRET; Lysine-specific demethylase 4C (Homo sapiens), Q9H3R0; AID 720574, 2013; inhibition, % at 12.5 µM;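 active = mean replicate inhibition above about 25%, with at least 55% of replicates also reaching it, limit read from the data, passing the limit was not always enough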
# Target sequence (Q9H3R0 2-372 limits assumed): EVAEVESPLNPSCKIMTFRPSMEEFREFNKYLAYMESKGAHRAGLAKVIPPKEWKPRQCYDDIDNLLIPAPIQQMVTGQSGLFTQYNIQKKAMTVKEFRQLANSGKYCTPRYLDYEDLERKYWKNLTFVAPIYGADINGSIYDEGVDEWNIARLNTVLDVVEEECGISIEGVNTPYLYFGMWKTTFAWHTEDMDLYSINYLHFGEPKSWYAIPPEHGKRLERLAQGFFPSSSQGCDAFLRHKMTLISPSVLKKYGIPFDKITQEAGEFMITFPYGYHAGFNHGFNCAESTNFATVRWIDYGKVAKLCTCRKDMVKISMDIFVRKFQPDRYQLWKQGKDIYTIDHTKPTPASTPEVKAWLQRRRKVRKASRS
#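 System: N-terminal GST-fused human GASC-1 (KDM4C) fragment, residues 2-372; amount: enzyme final amount 10 nM; incubation: reaction 30 min RT, detection step 1 h RT; medium: HEPES buffer, pH 7.5, plus ascorbate; technique: LANCE TR-FRET, Eu antibody, ULight-streptavidin, EDTA, ex 340 nm, em 618/671 nm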
# Tcruzi prolif = T. cruzi intracellular proliferation inhibitors, primary screen, cell-based, beta-gal Tulahuen parasites, NIH3T3 host, luminescence; AID 624255, 2012; inhibition, % at 8.34 µM; actives 5.9% (n = 77,000); T. cruzi beta-gal in NIH3T3, GalScreen luminescence, 90 h;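 active = mean inhibition above about 93%, with at least 55% of replicates each passing it, limit read from the data, passing the limit was not always enough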
# C diff HTS = C. difficile growth inhibitors, primary screen, HTS; actives 0.25% (n = 86,000); AID 1259249, 2017; Clostridium difficile clinical isolate growth, OD600, 24 h; active compounds read low; growth activity, negative = inhibition, % at 16 µg/mL (by protocol);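 active = mean growth activity at or below -80% and every replicate also at or below -80%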;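 also: 0% = DMSO wells and -100% = levofloxacin 16 µg/mL wells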
# * = called active by the depositor; / = not tested or not shown; & = joins results of further samples.
cpd	molecule	Pf Dd2 inh	KDM4C inh
1	COc1ccc(NC(=O)N(C)C[C@@H]2Oc3c(NS(=O)(=O)c4ccc(OC)cc4)cccc3C(=O)N([C@@H](C)CO)C[C@H]2C)cc1	7	0.5
2	O=C(C1CCC1)N1CC(=O)N2[C@H](CO)[C@@H](c3ccc(Br)cc3)[C@H]2C1	25	8.2
3	CCC(=O)N(C)C[C@H]1Oc2ncc(C#CCC(C)C)cc2C(=O)N([C@@H](C)CO)C[C@H]1C	24	-1.4
4	OC[C@@H]1[C@H](c2ccc(/C=C/c3ccccc3)cc2)[C@H]2CN(Cc3cncnc3)CCCCN12	-28	-1.8
5	C[C@@H]1CN([C@@H](C)CO)C(=O)c2cccc(NC(=O)Nc3ccc(F)cc3)c2O[C@H]1CN(C)C(=O)NC1CCCCC1	-7	-2.1
6	CN(C)CC#Cc1ccc([C@H]2[C@@H](CO)N3CCCCN(C(=O)Nc4ccccc4F)C[C@@H]23)cc1	5	5.2
7	CCCNC(=O)C[C@@H]1CC[C@@H]2[C@@H](COc3ccc(NC(=O)C4CCCC4)cc3C(=O)N2C)O1	-9	2.7
8	CCC(=O)N(C)C[C@H]1Oc2cc(C#CCC3CCCC3)ccc2S(=O)(=O)N([C@H](C)CO)C[C@H]1C	-59	-0.2

cpd	Tcruzi prolif	C diff HTS
1	2	4
2	/	9
3	95	0
4	75	3
5	31	1
6	33	-1
7	-4	-5
8	116*	13

# In the list so far, two contain sulfur:
cpd	molecule	Pf Dd2 inh	KDM4C inh
1	COc1ccc(NC(=O)N(C)C[C@@H]2Oc3c(NS(=O)(=O)c4ccc(OC)cc4)cccc3C(=O)N([C@@H](C)CO)C[C@H]2C)cc1	7	0.5
8	CCC(=O)N(C)C[C@H]1Oc2cc(C#CCC3CCCC3)ccc2S(=O)(=O)N([C@H](C)CO)C[C@H]1C	-59	-0.2

cpd	Tcruzi prolif	C diff HTS
1	2	4
8	116*	13

# New compounds follow:
cpd	molecule	Pf Dd2 inh	KDM4C inh
9	C[C@@H]1CN([C@H](C)CO)C(=O)c2cc(NC(=O)Nc3ccc(C(F)(F)F)cc3)ccc2O[C@H]1CN(C)S(C)(=O)=O	24	-1.3
10	N#C[C@@H]1[C@@H](c2ccc(-c3ccccc3F)cc2)[C@H](CO)N1C(=O)C1CC1	-4	0.1
11	CO[C@H]1CN(C)C(=O)c2cc(NS(C)(=O)=O)ccc2OC[C@H](C)N(S(C)(=O)=O)C[C@@H]1C	16	-0.1
12	CC(=O)N1[C@H](CO)[C@H](c2ccc(-c3ccccc3)cc2)[C@H]1CNC(=O)C1CC1	-37	-0.2
13	C[C@@H]1CN([C@@H](C)CO)C(=O)c2cc(NS(=O)(=O)c3ccccc3)ccc2O[C@@H]1CN(C)S(C)(=O)=O	21	-0.1
14	C[C@@H]1CN([C@@H](C)CO)C(=O)Cc2cc(NC(=O)C3CCCCC3)ccc2O[C@H]1CN(C)C(=O)Nc1cccc2ccccc12	-22	0.2
15	O=C(C[C@H]1C[C@H]2c3cc(NC(=O)Nc4ccc(C(F)(F)F)cc4)ccc3O[C@H]2[C@H](CO)O1)NCc1ccccn1	-22	-1.5
16	CCC(=O)N1C[C@H](C)[C@H](OC)CN(C)C(=O)c2ccc(NC(=O)c3ccc(F)cc3)cc2OC[C@@H]1C	-62	0.0

cpd	Tcruzi prolif	C diff HTS
9	/	2
10	63	7
11	-3	0
12	0	-7
13	25	-5
14	12	-13
15	-1	12
16	0	-7

# Further structures.
cpd	molecule	Pf Dd2 inh	KDM4C inh
17	COc1ccc(NC(=O)Nc2ccc3c(c2)CC(=O)N([C@H](C)CO)C[C@H](C)[C@@H](CN(C)Cc2ccncc2)O3)cc1	-3	0.7
18	COc1ccc(S(=O)(=O)Nc2ccc3c(c2)CC(=O)N([C@@H](C)CO)C[C@H](C)[C@@H](CN(C)C(=O)Nc2ccc(C(F)(F)F)cc2)O3)cc1	-3	0.7
19	COc1ccc2c3c(n(C)c2c1)[C@H](CO)N(C(=O)C1CCCC1)CC31CCN(C)CC1	7	-0.6
20	COc1ccc(S(=O)(=O)N(C)C[C@@H]2OCCCC[C@@H](C)Oc3ccc(NS(=O)(=O)c4ccc(F)cc4)cc3C(=O)N([C@@H](C)CO)C[C@H]2C)cc1	-2	-1.7
21	CC(C)NC(=O)Nc1ccc2c(c1)C(=O)N([C@H](C)CO)C[C@@H](C)[C@H](CN(C)Cc1ccc(C(=O)O)cc1)OCCCC[C@H](C)O2	36	0.3
22	O=C(CCN1CCCCC1)NCC[C@@H]1CC[C@@H](NS(=O)(=O)c2cccc(Cl)c2)[C@@H](CO)O1	22	0.9
23	CO[C@H]1CN(C)C(=O)c2cc(NS(C)(=O)=O)ccc2OC[C@@H](C)N(Cc2ccccn2)C[C@H]1C	/	0.5
24	C[C@H](CO)N1C[C@H](C)[C@H](CN(C)C(=O)Nc2ccc3c(c2)OCO3)Oc2c(NS(=O)(=O)c3cccs3)cccc2C1=O	-7	-0.1

cpd	Tcruzi prolif	C diff HTS
17	/	0&0
18	-2	1
19	/	0
20	101*	7
21	45	-11
22	3	/
23	0	/
24	-64	/

# (further entries)
cpd	molecule	Pf Dd2 inh	KDM4C inh
25	C[C@@H]1CN([C@@H](C)CO)C(=O)Cc2cc(NS(C)(=O)=O)ccc2O[C@@H]1CN(C)C(=O)Nc1ccccc1	1	1.7
26	Cc1noc(C)c1NC(=O)Nc1cccc2c1O[C@H](CN(C)S(=O)(=O)c1ccccc1)[C@H](C)CN([C@@H](C)CO)C2=O	4	-3.0
27	C[C@@H]1CN([C@@H](C)CO)C(=O)Cc2cc(NS(=O)(=O)c3cccs3)ccc2O[C@@H]1CN(C)C	8	-0.6
28	CC(C)(O)C#Cc1ccc([C@H]2[C@H](CO)N3CCCCN(C(=O)c4ccncc4)C[C@@H]23)cc1	40	1.7
29	C[C@@H]1CN([C@H](C)CO)C(=O)c2cc(NC(=O)Nc3ccc(F)cc3)ccc2O[C@H]1CN(C)Cc1ccc(Oc2ccccc2)cc1	-13	0.1
30	Cc1noc(C)c1NC(=O)Nc1ccc2c(c1)C(=O)N([C@H](C)CO)C[C@@H](C)[C@@H](CN(C)S(=O)(=O)c1cccs1)OCCCC[C@H](C)O2	-49	-1.2
31	CCCN(C)C[C@@H]1OCCCC[C@@H](C)Oc2ccc(NS(C)(=O)=O)cc2C(=O)N([C@H](C)CO)C[C@@H]1C	-18	-1.1
32	COc1ccc2c3c(n(C)c2c1)[C@H](CO)N(C(=O)Nc1ccc(F)cc1)CC31CN(Cc2cccnc2)C1	-89*	1.4

cpd	Tcruzi prolif	C diff HTS
25	/	2
26	12	/
27	-20	-8
28	31	-2
29	-23	-2
30	-1	6
31	3	-3
32	/	3

# Carrying on.
cpd	molecule	Pf Dd2 inh	KDM4C inh
33	O=C(C[C@H]1CC[C@@H]2[C@H](COC[C@H](O)CN2Cc2cccc(C(F)(F)F)c2)O1)NCc1ccc(F)cc1	0	0.3
34	COCC#Cc1ccc([C@@H]2[C@H](CO)N3C(=O)CN(C(=O)Nc4ccccc4F)C[C@@H]23)cc1	3	2.1
35	COCC(=O)N(C)C[C@@H]1Oc2ncc(-c3ccc(F)cc3)cc2C(=O)N([C@@H](C)CO)C[C@H]1C	-7	-0.1
36	Cc1ccc(S(=O)(=O)Nc2ccc3c(c2)CC(=O)N([C@@H](C)CO)C[C@@H](C)[C@H](CN(C)S(=O)(=O)c2c(C)noc2C)O3)cc1	-15	0.3
37	C/C=C/c1ccc([C@@H]2[C@@H](CO)N(C(C)=O)[C@H]2CN(C(=O)COC)C(C)C)cc1	10	1.1
38	C[C@H](CO)N1C[C@H](C)[C@H](CN(C)C(=O)CCC(F)(F)F)OCCCC[C@H](C)Oc2ccc(NC(=O)Nc3ccccc3)cc2C1=O	21	-0.2
39	CCC(=O)N[C@@H]1C=C[C@@H](CC(=O)OC)O[C@H]1CO	14	1.9
40	C[C@@H]1CCCCO[C@@H](CN(C)S(=O)(=O)c2cn(C)cn2)[C@@H](C)CN([C@H](C)CO)C(=O)c2cc(NS(=O)(=O)c3cccs3)ccc2O1	40	-1.5

cpd	Tcruzi prolif	C diff HTS
33	58	/
34	/	7
35	4	-3
36	-17	0
37	21	-4
38	-30	-10
39	62	/
40	55	5

# Following part:
cpd	molecule	Pf Dd2 inh	KDM4C inh
41	C[C@@H]1CCCCO[C@@H](CN(C)Cc2ccc(C(F)(F)F)cc2)[C@@H](C)CN([C@@H](C)CO)C(=O)c2cc(N(C)C)ccc2O1	-16	-1.6
42	C/C=C/c1ccc2c(c1)O[C@@H](CN(C)C(=O)Nc1ccc(OC)cc1)[C@H](C)CN([C@H](C)CO)S2(=O)=O	-16	-0.7
43	O=C(C[C@H]1CC[C@@H]2[C@H](COC[C@@H](O)CN2C(=O)c2ccccc2F)O1)N1CCCCC1	17	-0.8
44	Cc1noc(C)c1NC(=O)Nc1ccc2c(c1)C(=O)N([C@@H](C)CO)C[C@@H](C)[C@@H](CN(C)C(=O)CCCN(C)C)OCCCC[C@H](C)O2	44	2.4
45	Cc1noc(C)c1S(=O)(=O)Nc1ccc2c(c1)C(=O)N([C@H](C)CO)C[C@H](C)[C@H](CN(C)CC1CC1)OCCCC[C@H](C)O2	-41	0.7
46	COCCNC(=O)C[C@@H]1C=C[C@H](NC(=O)NC2CCCC2)[C@@H](CO)O1	15	-0.5
47	C[C@H]1CN([C@@H](C)CO)C(=O)c2cccc(NC(=O)C3CCOCC3)c2O[C@@H]1CN(C)C(=O)Nc1ccc(F)cc1	23	-1.4
48	C[C@@H]1CN([C@@H](C)CO)S(=O)(=O)c2ccc(C#C[C@@H](C)O)cc2O[C@@H]1CN(C)CC1CCOCC1	-2	1.8

cpd	Tcruzi prolif	C diff HTS
41	97*	12
42	28	-5
43	17	/
44	9	-1
45	20	1
46	6	/
47	-17	-1
48	66	64

# Other entries:
cpd	molecule	Pf Dd2 inh	KDM4C inh
49	CC(C)C#Cc1cnc2c(c1)C(=O)N([C@H](C)CO)C[C@H](C)[C@H](CN(C)C(=O)Nc1ccccc1)O2	/	-1.4
50	COc1ccc(S(=O)(=O)N(C)C[C@H]2OCCCC[C@@H](C)Oc3ccc(NS(=O)(=O)c4cccs4)cc3C(=O)N([C@@H](C)CO)C[C@H]2C)cc1	-59	0.3
51	CO[C@@H]1CN(C)C(=O)c2ccc(NC(=O)Nc3c(C)noc3C)cc2OC[C@@H](C)N(CC2CC2)C[C@H]1C	14	-1.6
52	CN(C)CC(=O)N[C@@H]1C=C[C@H](CC(=O)NCc2ccc(Cl)cc2)O[C@@H]1CO	1	5.6
53	CC(=O)N(C)C[C@@H]1Oc2ncc(C#Cc3ccccc3F)cc2C(=O)N([C@@H](C)CO)C[C@H]1C	3	-2.8
54	C[C@H](CO)N1C[C@H](C)[C@H](CN(C)C(=O)c2ccccc2)OCc2cn(nn2)CCCC1=O	25	1.0
55	O=C(C[C@@H]1C=C[C@H](NS(=O)(=O)c2ccccc2)[C@@H](CO)O1)NCc1ccc(Cl)c(Cl)c1	25	-1.1
56	CS(=O)(=O)Nc1ccc2c(c1)[C@@H]1C[C@H](CC(=O)NCCN3CCCCC3)O[C@H](CO)[C@@H]1O2	23	0.8

cpd	Tcruzi prolif	C diff HTS
49	37	0
50	60	1
51	5	/
52	43	8
53	32	-5
54	-182	-2
55	-2	/
56	/	-8

# Excerpt: nos. 49 to 51
cpd	molecule	Pf Dd2 inh	KDM4C inh
49	CC(C)C#Cc1cnc2c(c1)C(=O)N([C@H](C)CO)C[C@H](C)[C@H](CN(C)C(=O)Nc1ccccc1)O2	/	-1.4
50	COc1ccc(S(=O)(=O)N(C)C[C@H]2OCCCC[C@@H](C)Oc3ccc(NS(=O)(=O)c4cccs4)cc3C(=O)N([C@@H](C)CO)C[C@H]2C)cc1	-59	0.3
51	CO[C@@H]1CN(C)C(=O)c2ccc(NC(=O)Nc3c(C)noc3C)cc2OC[C@@H](C)N(CC2CC2)C[C@H]1C	14	-1.6

cpd	Tcruzi prolif	C diff HTS
49	37	0
50	60	1
51	5	/

# New compounds follow.
cpd	molecule	Pf Dd2 inh	KDM4C inh
57	C[C@H]1CCCCO[C@@H](CN(C)Cc2ccc(C(=O)O)cc2)[C@@H](C)CN([C@@H](C)CO)C(=O)c2cc(NS(=O)(=O)c3ccccc3)ccc2O1	-12	-0.1
58	O=C(C[C@H]1C=C[C@H](NC(=O)c2cccnc2)[C@@H](CO)O1)NCc1ccncn1	49	0.6
59	CCCC#Cc1ccc([C@@H]2[C@H](C#N)N(S(C)(=O)=O)[C@H]2CO)cc1	-27	-0.2
60	CCCNC(=O)C[C@H]1CC[C@H]2[C@@H](COc3ccc(NS(=O)(=O)CC)cc3C(=O)N2C)O1	13	0.1
61	CO[C@@H]1CN(C)C(=O)c2cc(NC(=O)Nc3cccc(Cl)c3)ccc2OC[C@H](C)N(C(=O)Nc2c(C)noc2C)C[C@H]1C	/	-0.7
62	N#C[C@@H]1[C@H](c2ccc(-c3ccc(F)cc3)cc2)[C@H](CO)N1c1nc(-c2ccccc2)cs1	32	0.0

cpd	Tcruzi prolif	C diff HTS
57	23	1
58	/	-5
59	89	14
60	-31	12
61	13	/
62	101*	-9

# Source: PubChem BioAssay (Broad Institute)
